PAD4 inh: human PAD4 inhibitors, primary screen, biochemical, fluorescence polarization, 1536-well format; Protein-arginine deiminase type-4 (Homo sapiens), Q9UM07; recombinant PAD4, RCA probe fluorescence polarization; inhibition, % at 6.36 µM; hit rate 0.41% among 330,000; AID 485272, 2010;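 active means percent inhibition above a cutoff equal to the mean of all tested compounds plus 3 SD, cut at about 15% in these data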;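 further: 0% = PAD4 with RCA probe and DMSO and 100% = probe without PAD4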
Target sequence (Q9UM07 whole entry, looked up): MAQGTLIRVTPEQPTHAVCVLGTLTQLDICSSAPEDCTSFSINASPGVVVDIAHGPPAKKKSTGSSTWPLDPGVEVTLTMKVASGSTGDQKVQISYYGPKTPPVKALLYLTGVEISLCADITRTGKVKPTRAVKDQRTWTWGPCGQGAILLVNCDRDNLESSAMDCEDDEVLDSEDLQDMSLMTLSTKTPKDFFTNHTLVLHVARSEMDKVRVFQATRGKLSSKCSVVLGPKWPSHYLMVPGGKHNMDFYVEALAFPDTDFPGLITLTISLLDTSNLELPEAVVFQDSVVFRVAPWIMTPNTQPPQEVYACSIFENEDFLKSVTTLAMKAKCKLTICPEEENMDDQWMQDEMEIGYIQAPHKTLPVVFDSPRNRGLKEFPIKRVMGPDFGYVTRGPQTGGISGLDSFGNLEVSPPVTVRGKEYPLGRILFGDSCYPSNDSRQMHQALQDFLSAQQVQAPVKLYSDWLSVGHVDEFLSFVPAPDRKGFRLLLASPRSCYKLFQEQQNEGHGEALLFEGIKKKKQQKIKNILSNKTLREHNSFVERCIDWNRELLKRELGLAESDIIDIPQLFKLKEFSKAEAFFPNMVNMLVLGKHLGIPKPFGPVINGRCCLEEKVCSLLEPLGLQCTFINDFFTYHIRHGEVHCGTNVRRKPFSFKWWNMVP
PME-1 primary: PME-1 inhibitors via competitive probe labeling, primary screen, biochemical, fluorescence polarization, FP-Rh probe, HTS | Protein phosphatase methylesterase 1 (Homo sapiens), Q9Y570 | recombinant PME-1 | inhibition, % at 5.9 µM | hit rate 0.53% among 320,000;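 active means inhibition above the campaign mean of all compounds plus 3 SD, cut at about 26% in these data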;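 further: competitive labeling of PME-1 active site by serine hydrolase directed probe; 0% = PME-1 with DMSO and 100% = wells lacking PME-1 enzyme; inhibitors block probe labeling so polarization falls and inhibition rises; many of its hits are not listed in these tables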
Bcl-xL primary: inhibitors of human Bcl-xL, primary screen, biochemical, fluorescence polarization, HTS; Bcl-2-like protein 1 (Homo sapiens), Q07817; GST-Bcl-xL / FITC-Bim BH3 peptide fluorescence polarization; inhibition, % at 10.9 µM; hit rate 0.7% among 320,000; AID 2129, 2009;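 active means inhibition above the mean of all tested compounds plus 3 SD, cutoff set per campaign, cut at about 30% in these data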;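 further: 0% = DMSO wells and 100% = unlabeled Bim-BH3 peptide competitor; inhibitors lower millipolarization by displacing the labeled peptide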
GLD-1 RNA inh: GLD-1/TGE RNA complex disruptors, primary screen, biochemical, fluorescence polarization; AID 2280, 2010; inhibition, % at 5.96 µM; hit rate 0.44% among 320,000; Female germline-specific tumor suppressor gld-1 (Caenorhabditis elegans), Q17339; purified GLD-1 + fluorescein TGE RNA;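 active means percent inhibition above a per-plate cutoff, the plate mean of test compounds plus 3 SD, cut at about 30% in these data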;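 further: 0% = DMSO wells with GLD-1 and probe and 100% = wells lacking GLD-1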
MCL1 BIM primary: inhibitors of MCL1 binding to BIM-BH3, primary screen, biochemical, fluorescence polarization; Induced myeloid leukemia cell differentiation protein Mcl-1 (Homo sapiens), Q07820; inhibition, % at 10.9 µM; GST-MCL1 / FITC-Bim-BH3 fluorescence polarization; hit rate 0.68% among 320,000;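 active means inhibition above the mean inhibition of all tested compounds plus 3 SD, set per campaign, cut at about 40% in these data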;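 further: 0% = DMSO wells and 100% = unlabeled Bim-BH3 peptide control; higher means more loss of mP so more displacement of Bim peptide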
Target sequence (Q07820 whole entry, looked up): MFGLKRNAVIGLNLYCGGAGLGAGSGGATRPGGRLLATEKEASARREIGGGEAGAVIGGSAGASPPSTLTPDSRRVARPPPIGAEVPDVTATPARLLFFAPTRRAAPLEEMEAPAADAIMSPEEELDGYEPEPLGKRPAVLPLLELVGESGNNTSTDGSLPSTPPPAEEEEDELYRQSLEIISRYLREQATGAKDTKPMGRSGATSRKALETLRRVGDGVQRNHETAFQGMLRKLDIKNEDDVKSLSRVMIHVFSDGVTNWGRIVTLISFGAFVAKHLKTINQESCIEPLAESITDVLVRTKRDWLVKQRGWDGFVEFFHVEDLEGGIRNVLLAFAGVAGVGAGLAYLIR
TPT1 inhibitor: Candida albicans TPT1 enzyme inhibitors, primary screen, biochemical, fluorescence polarization; recombinant caTPT1, FP RNA substrate dephosphorylation; tRNA 2'-phosphotransferase TPT1 (Candida albicans SC5314); AID 1962, 2009; inhibition, % at 5 µM; hit rate 0.81% among 300,000;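 active means inhibition above the mean of all tested compounds plus 3 SD, set per screening campaign, cut at about 24% in these data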;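 further: plate controls were DMSO alone for no effect and ferristatin control at 100 nM for full effect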
GSTO1 inh: inhibitors of recombinant GSTO1, primary screen, counter-screen for RBBP9 inhibitor project, biochemical, fluorescence polarization | activity-based probe fluorescence polarization | hit rate 1.1% among 300,000 | Glutathione S-transferase omega-1 (Homo sapiens), P78417 | inhibition, % at 5.96 µM | AID 1974, 2009;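 active means inhibition above the campaign mean inhibition plus 3 SD, cut at about 35% in these data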;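 further: 0% = GSTO1-1 with DMSO and 100% = wells lacking GSTO1-1 enzyme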
MEX-5 binding: MEX-5 zinc finger RNA-binding disruptors – biochemical, C. elegans, fluorescence polarization, MLPCN library, primary screen; Zinc finger protein mex-5 (Caenorhabditis elegans), Q9XUB2; activity score (negative = inhibition of binding), % at 10 µM; hit rate 0.38% among 300,000; MEX-5/FITC-TCR2 RNA binding; active compounds read low;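 active means inhibition past about -25% in most replicates, and total fluorescence under double the plate's negative control median, limit read from the data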;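 further: 0% = DMSO and -100% = 5 µM competing unlabeled TCR2 RNA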
Fam108B counter: mouse Fam108B serine hydrolase inhibitors, primary screen, counter-screen for RBBP9 inhibitor project, biochemical, fluorescence polarization; hit rate 0.33% among 300,000; AID 1947, 2009; inhibition, % at 9.51 µM; recombinant Fam108B, FP-Rh probe fluorescence polarization;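 active means inhibition above the screen mean inhibition plus 3 SD, computed separately per campaign, cut at about 18% in these data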;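 further: inhibitors lower polarization as less probe binds the enzyme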
Starred values were filed as active, the others as inactive; . = no result given. These rows are one share of the data. The share of hits here may be higher or lower than overall.

structure,PAD4 inh,GSTO1 inh,PME-1 primary,MEX-5 binding,TPT1 inhibitor,GLD-1 RNA inh,MCL1 BIM primary,Fam108B counter,Bcl-xL primary
Cc1ccc(N(Cc2ccccc2)C(=O)CN2C(=O)NC3(CCCC3)C2=O)cc1,-2,0,-1,2.3,-4,6,5,0,2
CCCCOC(=O)Nc1nnc(CC)s1,3,-3,-1,-1.2,-1,-3,2,2,8
CCOc1ccc(-c2nc3c(s2)CCc2onc(-c4ccc(OC)cc4)c2-3)cc1,3,2,4,2.3,-2,1,16,-2,5
COCCCNC(=S)N(Cc1ccccc1)Cc1ccc(F)cc1,-2,7,-7,0.7,-6,-8,3,0,4
COc1ccc2cc(CCNC(=O)C(C)(C)C)c(=O)[nH]c2c1,2,-4,1,-0.1,-2,4,8,-2,3
CCC1CCCCN1C(=O)COc1ccc(N(C)S(=O)(=O)c2ccc(C)cc2)cc1 (configuration not stated),-4,-1,4,-1.7,-3,2,4,-6,8
CN(C)c1cccc(N(C)C)c1CNC(=O)C(C)(C)C,0,4,-5,0.8,-3,-2,-1,3,3
Cc1ccc2oc(=O)c(/C=C(\O)c3ccco3)nc2c1,-2,32,-1,-21,4,4,-4,-6,0
NC(=O)c1ccc(NC(=O)CSc2cn(CC(=O)N3CCOCC3)c3ccccc23)cc1,2,8,1,1.7,-4,0,0,-1,2
CCOC(=O)C(=O)N1CCC(C(=O)OC)CC1,-2,9,-3,3.0,-3,-2,6,2,6
Cn1ncc2c(=O)[nH]cnc21,4,1,-3,0.5,-7,1,0,4,2
CC(C(=O)N1CCN(c2ccccc2)CC1)N1C(=O)C2CC=CCC2C1=O (configuration not stated),-1,0,-3,1.1,-4,-1,4,-1,3
Cc1nn(Cc2ccccc2Cl)c2sc(C(=O)NC(C)(C)C)cc12,-4,-6,-5,-0.2,1,4,4,2,4
Cc1cc(=O)oc2cc(OCC(=O)NC3CC(C)(C)NC(C)(C)C3)c(Cl)cc12,-1,1,8,-1.9,1,-4,3,1,-5
Cc1ccccc1N1CCN(S(=O)(=O)C[C@]23CCC(CC2NC(=O)[C@@H](N)CCS(C)(=O)=O)C3(C)C)CC1 (some centres not stated),4,0,1,.,3,6,-4,1,-2
CCCCC1=CC2=CC(=O)C(C)(OC(=O)CC)C(=O)C2=CN1C(CO)CO (configuration not stated),-9,2,5,2.3,-4,17,16,5,13
O=C(Cn1ccc2cc(S(=O)(=O)N3CCCC3)ccc21)NCc1ccccc1,-4,2,8,-0.3,-3,-2,-4,6,-2
COc1ccccc1-n1nnnc1SCc1cc2c(cc1Br)OCO2,-2,-5,0,-0.3,-3,-2,2,-3,6
CCOC(=O)c1c(NC(=O)C2=C(C)NC(=S)NC2c2ccc(F)cc2F)sc(C)c1C (configuration not stated),-6,3,-11,6.1,-1,6,10,-2,4
Cc1ccc(S(C)=O)cc1-n1c(=O)n(Cc2ccccc2)c(=O)c2[nH]cnc21 (configuration not stated),-2,0,-1,3.1,-1,-4,7,5,4
CC(CCc1ccccc1)NC(=O)C1CCC1 (configuration not stated),-5,-4,1,0.8,1,-2,-4,-2,-2
Cc1cccnc1NC(=O)c1ccc(OCC2CCCO2)cc1 (configuration not stated),1,.,-1,.,.,5,-4,.,-6
CC(=O)Nc1ccc(S(=O)(=O)NCCC(=O)OCc2csc(CC(=O)Nc3ccccc3C)n2)cc1,1,-4,-7,-1.9,1,-6,-7,-1,-5
Cc1ccc(S(=O)(=O)c2nc(Nc3ccccc3N3CCOCC3)sc2Cl)cc1,-2,0,6,-0.8,-5,10,7,1,7
Cc1onc2c(=O)n(-c3ccccc3)nc(-c3ccccc3)c12,-2,1,3,0.0,-2,1,3,0,2
CCOC(=O)N1CCC(NC(=O)c2cc(C(=O)NCc3ccc(F)cc3)ccc2CO)CC1,-4,6,-1,2.3,-2,2,-2,-3,2
CCOc1ccc(S(=O)(=O)NCc2ccc3c(c2)OCO3)cc1,-1,4,-3,-1.2,2,-8,-1,1,2
CCCN1C(=O)/C(=C/c2nc3ccccc3c(=O)[nH]2)c2ccccc21,0,-4,-1,-1.9,-3,9,8,-1,9
Cc1cc(OC(C)C)nc(-c2ccccc2O)n1,-8,0,0,-1.8,1,6,7,-5,7
CCOc1cc(C(=O)Nc2ccc(F)cc2)cc(Br)c1OC,1,-5,-8,0.9,2,6,11,-3,9
COc1ccc(NC(=O)CSc2nc(-c3ccco3)nc3cc(=O)[nH]n23)cc1Cl,5,24,1,-0.3,-2,-2,24,-2,14
O=C(NCCc1c[nH]c2ccccc12)c1cncc(Br)c1,-1,-9,3,2.6,-2,7,-3,2,0
CCO[C@@H]1OC(C(=O)O)=C[C@H](c2ccc(C(F)(F)F)cc2)[C@H]1CCCO,0,5,-2,2.1,-2,1,5,4,5
O=C(NC1CCN(S(=O)(=O)c2ccc(Cl)cc2)CC1)c1cccnc1,-4,-4,8,-2.9,5,0,7,-1,8
O=C(O)c1ccc(N/N=C/c2cn(Cc3ccccc3F)c3ccccc23)cc1,-4,26,29*,-0.9,2,4,5,17,7
COCCCNC(=O)CCn1c(=O)c2ccccc2n(Cc2cccc([N+](=O)[O-])c2)c1=O,-2,5,1,2.4,1,-6,1,-2,0
Cc1cccc(NC(=O)CCN2CC(C)CC(C)C2)c1 (configuration not stated),0,5,-5,-1.4,1,-3,-12,2,0
CC(=O)c1ccc(N2CCN(C(=O)c3cccc(Oc4ccccc4)c3)CC2)cc1,-2,8,4,-0.6,-3,9,5,0,8
N#Cc1nc(Cc2cccc3ccccc23)oc1NCCCn1ccnc1,-4,11,11,0.7,0,7,-3,2,1
CCOc1ccc(-c2[nH]nc3c2C(c2cccnc2)C(C#N)=C(N)O3)cc1 (configuration not stated),-16,12,2,1.3,-1,0,4,-1,2
COc1cccc(CN2CCNC(=O)C2CC(=O)NCc2cn3ccccc3n2)c1OC (configuration not stated),-1,-4,3,-1.3,-3,11,10,0,10
O=C(NC1CCCC1)c1cc2ccccc2o1,-1,0,-7,1.4,1,3,-7,-3,-1
CC(C)Cn1c(N)c(C(=O)COC(=O)c2ccc([N+](=O)[O-])o2)c(=O)n(C)c1=O,-4,24,-5,-1.3,0,6,1,3,1
Cc1ccc(NC(=O)COc2ncnc3cc([N+](=O)[O-])ccc23)cc1S(=O)(=O)N1CCOCC1,1,-11,-1,2.8,2,2,8,4,8
O=C(COC(=O)c1cc(S(=O)(=O)N2CCOCC2)ccc1O)NCC1CCCO1 (configuration not stated),-2,11,0,-0.1,-12,2,0,-5,3
O=C(Cc1coc2cc3c(cc12)CCC3)OCC(=O)N1CCCC1=O,5,3,1,0.9,-2,0,2,5,2
CS(=O)(=O)c1ccc(C(=O)N2CC(=O)Nc3ccccc32)cc1,-4,6,8,-0.9,-1,6,-11,1,-3
CCCCc1c(O)nc(SCC(=O)c2ccccc2)n(-c2ccccc2OC)c1=O,2,1,3,1.3,0,-6,5,2,2
O=C(CCN=C1NS(=O)(=O)c2ccccc21)Nc1ccc(Cl)cc1F,1,.,-2,.,.,-4,0,.,5
Cc1ccc(NC(=O)c2ccc(OCC3CCCO3)cc2)c(C)c1 (configuration not stated),2,6,1,-3.1,0,3,1,0,4

(list continues)
structure,PAD4 inh,GSTO1 inh,PME-1 primary,MEX-5 binding,TPT1 inhibitor,GLD-1 RNA inh,MCL1 BIM primary,Fam108B counter,Bcl-xL primary
O=c1oc(Nc2cccc(F)c2)nc2ccccc12,-6,-4,3,-2.9,-5,-2,5,-5,3
COc1ccc(Cl)cc1Nc1nc(N)nc(C(F)(F)F)n1,2,-1,4,-0.5,-1,5,8,-2,5
C[C@H]1CC[C@H]2C(=O)N3[C@H](c4cccc(N5CCCC5=O)c4)[C@@H](C)CC[C@H]3C(=O)N2[C@@H]1c1cccc(N2CCCC2=O)c1,5,-4,0,-2.8,-1,2,-2,1,-3
COc1ccc(-c2cn3c4c(sc3n2)CCCC4)cc1,4,0,9,-4.9,-2,2,1,7,2
COc1ccc(C(=O)COC(=O)C2CCN(S(=O)(=O)c3cccc4cccnc34)CC2)cc1,-6,-5,12,1.1,-3,-3,-4,1,3
COC(=O)CSc1nnc(CNC(=O)c2ccc(S(=O)(=O)N(C)C)cc2)n1C,-1,8,8,2.0,0,-2,-4,0,0
COC(=O)c1sc(NC(=O)c2c(-c3ccccc3)noc2C)nc1C,1,-1,3,0.1,-1,3,3,3,-1
COc1ccc2c(c1)OC(c1ccccc1)(C(F)(F)F)NC2=O (configuration not stated),0,1,6,1.3,0,3,7,7,5
c1csc(-c2nn3c(Cn4cnc5ccccc54)nnc3s2)c1,-1,-3,-4,0.5,1,-4,11,10,5
Cc1cc(S(=O)(=O)Nc2ccc(C(=O)NCC(c3ccco3)N3CCCCC3)cc2)ccc1F (configuration not stated),-3,5,0,3.1,-2,-2,0,-5,-2
S=c1[nH]nc(-c2cc(-c3ccccc3)n[nH]2)n1/N=C/c1c(Cl)cccc1Cl,3,33,7,-2.0,-1,-3,-3,-1,-37
O=C(CN1CCOCC1)n1c2ccccc2c2ccccc21,4,-5,-2,-1.4,1,-2,2,0,7
CCCCNC(=O)NS(=O)(=O)c1cnccc1Sc1ccc(Cl)cc1,-6,-1,0,-1.1,-3,1,6,-1,11
O=C(NNC(=O)c1cccc(Br)c1)Nc1ccc(Cl)cc1,-3,-25,-1,-0.7,-4,-1,-2,-5,2
O=C(NCCC(c1ccccc1)c1ccccc1)c1cnc2sccn2c1=O,-3,3,0,-0.7,-3,0,8,6,7
CN(C)C(=O)c1cn(-c2ccccc2)c(=O)c2ccccc12,-8,-5,-8,0.8,2,6,0,3,-2
Cc1csc(NC(=O)c2ccc(S(=O)(=O)N(C)c3ccccc3)cc2)n1,2,3,-3,1.6,-3,-3,-24,0,-12
CS(=O)(=O)N1c2ccccc2[C@@]2(Br)C[C@H]3C(=O)N[C@@H](Cc4ccccc4)C(=O)N3[C@@H]12,4,3,4,1.1,-4,3,1,-1,5
CCOC(=O)c1cc(-c2csc(-c3ccc(C(F)(F)F)cc3)n2)on1,-3,5,-1,0.7,0,-1,-4,2,1
CCN1CCN(C(=S)c2ccc(OC)cc2)CC1,-3,11,0,-1.3,-1,6,3,2,6
COc1ccccc1-c1nc2ccc(Cl)cc2c(=O)n1O,4,3,-2,0.6,-4,-1,-5,-3,-2
O=C(Cc1c[nH]c2ccccc12)NCc1ccco1,-2,7,4,2.2,-1,1,2,-1,5
CCOC(=O)c1cc(-c2ccc(OC)cc2)nn1-c1ccccc1C(=O)O,-1,18,-3,23,5,-2,-2,2,3
